Compound activity (PubChem BioAssay)
Hsp90 Hop PPI: changes Hsp90-Hop TPR2A binding signal, up or down; AlphaScreen TPR2A-His6 binding biotin-Hsp90 C-terminal peptide; Potency, µM (highest dose often 57 µM), inactives show top-dose activity change, negative = inhibition; hit rate 0.44% among 71,000; AID 595; active = well fitted curve in either direction with a large enough effect; inconclusive = small, poorly fitted or top-dose-only effect, or another doubt; also: potency is read from the fitted curve at half-maximal effect; % is scaled to controls: 0 for no effect and ±100 for the full control effect; many of its hits are not listed in these tables
15-hLO inh: 15-hLO (ALOX15) enzyme inhibition; purified 15hLO-1, xylenol orange hydroperoxide absorbance; P16050; AID 887; hit rate 1.4% among 74,000; Potency, µM (titrated, usually from 57.1 µM), without a hit: at the top dose activity change, negative = inhibition, most hits filed as inhibitors; also: potency is read from the fitted curve at half-maximal effect; % is scaled to controls: 0 for no effect and ±100 for the full control effect; nearly all actives have a fitted effect of over 55% in size
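Quantitative HTS in 25 mM Hepes pH 7.5 containing 0.01% Triton X-100: human 15hLO-1 at 40 nM, arachidonic acid at 50 uM, 6 min turnover. Product quantified via ferrous oxidation/xylenol orange, 573:405 nm absorbance ratio.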
Pol III holo inh: inhibitors of bacterial DNA polymerase III holoenzyme | reconstituted DNA polymerase III holoenzyme replication, biochemical | hit rate 0.25% among 71,000 | Potency, µM (doses to about 57.1 µM), for the others: at the top dose activity change, negative = inhibition | AID 603; also: potency is read from the fitted curve at half-maximal effect; % is scaled to controls: 0 for no effect and ±100 for the full control effect
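Reconstituted *E. coli* holoenzyme (0.35 nM Pol III, 1 nM beta, 154 nM SSB, 2 nM primase) was preincubated with compound for 15 min at RT. Synthesis on 1.4 nM ssM13Gori ran 35 min, then was stopped with PicoGreen/EDTA and read as dsDNA fluorescence.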
Tau filament bind: binders of human tau filaments; recombinant tau filaments, thioflavin S fluorescence, 15 h; filaments grown with octadecylsulfate alongside compound; Potency, µM (titrated, usually from 57.1 µM), without a hit: at the highest dose activity change, negative = inhibition; hit rate 2% among 71,000; AID 596;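 also: potency is read from the fitted curve at half-maximal effect; % is scaled to controls: 0 for no effect and ±100 for the full control effect; actives lower thioflavin S fluorescence by blocking filaments or displacing dye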
Target sequence (P10636 whole entry, looked up): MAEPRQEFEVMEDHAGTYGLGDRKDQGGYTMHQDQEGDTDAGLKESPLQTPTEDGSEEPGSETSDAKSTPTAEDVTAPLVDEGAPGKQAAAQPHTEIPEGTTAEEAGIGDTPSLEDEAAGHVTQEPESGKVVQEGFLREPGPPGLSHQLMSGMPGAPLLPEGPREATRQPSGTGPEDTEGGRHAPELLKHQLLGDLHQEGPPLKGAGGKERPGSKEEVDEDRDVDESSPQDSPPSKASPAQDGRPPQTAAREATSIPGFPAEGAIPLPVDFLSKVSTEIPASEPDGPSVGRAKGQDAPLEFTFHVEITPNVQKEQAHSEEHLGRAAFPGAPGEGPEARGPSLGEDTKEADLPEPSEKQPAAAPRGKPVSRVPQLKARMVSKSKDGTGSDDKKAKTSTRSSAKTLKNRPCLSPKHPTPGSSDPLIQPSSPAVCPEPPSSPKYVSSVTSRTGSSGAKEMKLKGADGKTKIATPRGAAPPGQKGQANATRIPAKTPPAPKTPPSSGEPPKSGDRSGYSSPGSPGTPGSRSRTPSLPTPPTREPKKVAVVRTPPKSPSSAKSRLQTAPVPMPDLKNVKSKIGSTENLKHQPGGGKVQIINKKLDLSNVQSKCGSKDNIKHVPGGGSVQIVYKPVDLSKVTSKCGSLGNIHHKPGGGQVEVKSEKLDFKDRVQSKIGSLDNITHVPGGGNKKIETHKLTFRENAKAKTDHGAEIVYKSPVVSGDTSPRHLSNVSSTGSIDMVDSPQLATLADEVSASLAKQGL
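Read-out: ThS fluorescence, 450 nm excitation/510 nm emission; lower signal marks blocked filament formation or displaced dye. Tau at 1 uM with 30 uM ODS, 10 uM ThS, 5 mM DTT, 100 mM NaCl, 10 mM HEPES pH 7.4; 15 h, 37 C.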
CRE-bla Fsk: modulators of forskolin-stimulated CRE signaling in CHO cells. CHO CRE-bla reporter (cAMP response element driving beta-lactamase), forskolin EC10, beta-lactamase ratio. Potency, µM (series often up to 38.2 µM), for inactives: top-dose activity change, negative = inhibition, actives largely listed as activators. hit rate 2.5% among 71,000. AID 662; active = well fitted activation curve with a large enough effect in the signal ratio, with a control signal flat, not every such curve was filed as active; inconclusive = small, poorly fitted or top-dose-only effect, or effect the other way, or a change in a side signal; the % refers to the signal ratio; also: potency is read from the fitted curve at half-maximal effect; % of control where 0% means no effect
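AC50 values, positive or negative, reflect shifts in EC10 NKH 477-induced CRE-bla reporter activity in CHO cells. Incubation lasted 3 h at 37 °C before CCF4 substrate (2 h, room temperature) and ratiometric 460/530 nm reading.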
HBB splicing: alters splicing of the hemoglobin beta chain | HBB splicing reporter cell assay, activation; EGFP reporter with mutant IVS2-654 intron; response scale: normalised to 500 nM splice-correcting PNA | Potency, µM (top dose mostly 46.1 µM), inactives show top-dose activation, most hits filed as activators | hit rate 0.06% among 65,000; also: potency is read from the fitted curve at half-maximal effect; 0% is about no effect
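Compounds were applied for 2 days to HeLa EGFP-654 cells, 500/well in Optimem with 2% FCS. The reporter's EGFP is disrupted by mis-splicing of beta-globin intron IVS2-654. Readout: summed well GFP fluorescence from 488 nm laser scanning; reference was 500 nM antisense […] 654 PNA.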
HADH2 inh: HADH2 (human) dehydrogenase inhibition; recombinant HADH2, NADH fluorescence, beta-hydroxybutyryl-CoA; Potency, µM (series often up to 57.1 µM), without a hit: at the highest dose activity change, negative = inhibition, most hits filed as inhibitors; hit rate 3.4% among 73,000; also: potency is read from the fitted curve at half-maximal effect; % is scaled to controls: 0 for no effect and ±100 for the full control effect; nearly all actives have a fitted effect of over 60% in size; many of its hits are not listed in these tables
Target sequence (Q99714 whole entry, looked up, one chain of several): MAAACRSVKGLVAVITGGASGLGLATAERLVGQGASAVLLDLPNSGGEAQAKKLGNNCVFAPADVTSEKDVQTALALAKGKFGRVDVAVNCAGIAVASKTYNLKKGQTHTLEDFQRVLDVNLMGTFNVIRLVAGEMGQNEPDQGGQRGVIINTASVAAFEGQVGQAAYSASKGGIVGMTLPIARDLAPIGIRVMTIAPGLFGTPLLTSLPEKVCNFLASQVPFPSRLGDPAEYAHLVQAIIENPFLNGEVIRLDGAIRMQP
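E. coli-expressed His-tagged HADH2 tested at 20 nM in alkaline Tris buffer (pH 9.0); oxidation of 90 uM beta-hydroxybutyryl-CoA with 1 mM NAD+ tracked fluorimetrically for 4 min.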
ERK AVP block: inhibitors of vasopressin-stimulated ERK signaling pathway; HEK293-V1b, vasopressin-stimulated pERK AlphaScreen; Potency, µM (highest dose often 57.5 µM), for the others: top-dose activity, negative = inhibition, most hits filed as inhibitors; hit rate 0.99% among 72,000; AID 995; also: potency is read from the fitted curve at half-maximal effect; % is scaled to controls: 0 for no effect and ±100 for the full control effect; nearly all actives have a fitted effect of over 55% in size
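HEK293 cells stably expressing V1b receptor, preincubated 30 min at 37 °C with compound, then stimulated 5 min with 25 nM vasopressin. Phospho-ERK by AlphaScreen SureFire after 5 h RT; normalized to DMSO and vasopressin; AC50 by Hill fit.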
UbGFP stabilizer: inhibits proteasome, raising ubiquitin-GFP reporter fluorescence | Ubiquitin-GFP reporter cells, proteasome inhibition, GFP fluorescence; response scale: untreated = 0%, 10 µM MG-132 = 100% | Potency, µM (titrated, usually from 45.9 µM), for inactives: top-dose activation (GFP accumulation), hits mostly activators | 67,000 tested, under 10 active | AID 526; active = well fitted activation curve with a large enough effect, not every such curve was filed as active; inconclusive = small, poorly fitted or top-dose-only effect, or another doubt; inactive = no such curve, though single readings can be large or run the other way; also: potency is read from the fitted curve at half-maximal effect
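U2OS cells expressing ubiquitin(G76V)-GFP, seeded overnight in 0.5% FBS medium, then treated 4 hr at 37 C across 46 uM to 2.9 nM. GFP-positive cells counted by laser cytometry (488 ex/515 em); %activity scaled between basal and 10 uM MG-132.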
Epigenetic mod: derepresses silenced GFP locus in mouse C127i cells; AID 597; mouse C127i GFP locus derepression, cytometry, 30 h; Potency, µM (titrated, usually from 46.1 µM), without a hit: at the top dose GFP derepression (activation); hit rate 0.09% among 68,000; also: % of control where 0% means no effect
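Locus derepression in mouse mammary C127i cells whose integrated CMV-GFP reporter is normally silent; GFP expression after 30 h compound treatment was quantified by counting fluorescent cells.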
Luciferase inh: inhibitors of firefly luciferase. Potency, µM (titrated, usually from 57.1 µM), inactives show top-dose activity change, negative = inhibition, hits mostly inhibitors. purified firefly luciferase, luminescence, 8 min. P08659. AID 411. hit rate 2.2% among 72,000; also: potency is read from the fitted curve at half-maximal effect; % is scaled to controls: 0 for no effect and ±100 for the full control effect; nearly all actives have a fitted effect of over 40% in size
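Firefly luciferase (PKLight detection mix) with 10 uM ATP in pH 7.2 imidazole buffer (KCl, MgCl2, Tween 20, BSA). Compounds tested across a concentration series (qHTS). Luminescence read after 8 min at ambient temperature.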
An asterisk follows results filed as active; ? = inconclusive; nt = no result given; [ ] = dose if it differs, or a comment. Unless noted, calls follow the shape of the dose curve; as a rule, active = well fitted curve in the direction sought with a large enough effect; inconclusive = small, poorly fitted or top-dose-only effect, or another doubt; inactive = no such curve, though single readings can be large; an effect the other way counts as inactive or inconclusive.

Each structure is followed by: Hsp90 Hop PPI, 15-hLO inh, Pol III holo inh, Tau filament bind, CRE-bla Fsk, HBB splicing, HADH2 inh, ERK AVP block, UbGFP stabilizer, Epigenetic mod, Luciferase inh
> CC1=Nn2c(nnc2-c2ccccc2Cl)SC1
 : -1%, -13%, 0%, 8%, ?, -0.6%, 12%, -9%, 9%, 0%, 1%
> C[N+]1(CCCCC[N+]2(C)CCCC2)CCCC1
 : 2%[26 µM], -12%, 4%[25.6 µM], 7%[25.6 µM], -3%[17.1 µM], 0.9%[20.6 µM], -1%[25.6 µM], -14%, -7%[20.5 µM], 0%[20.6 µM], 6%[25.5 µM]
> Cc1onc(-c2c(Cl)cccc2Cl)c1C(=O)Nc1c(C)n(C)n(-c2ccccc2)c1=O
 : -2%, 4%, -6%, -4%, 1%, nt, 23%, 30%[activator], 6%, 0%, 0%
> O=C(CN1CCOc2ccccc21)NCc1ccccc1
 : -4%, 2%, -3%, -2%, -7%, 0.3%, 0%, -16%, 15%, -2%, -3%
> Cc1cc2ncn(CCOc3ccccc3C#N)c2cc1C
 : -7%, 9%, -5%, 11%, ?, -1.2%, -3%, ?, 7%, -1%, -1%
> COc1cccc(C(=O)N(CN2CCCC2=O)c2cccc(Cl)c2)c1
 : -6%, -2%, 8%, -11%, 0%, -1.8%[57.5 µM], 16%, -22%, -6%, -2%, 4%
> COc1ccc(-c2nnn(CCc3nn[nH]n3)n2)cc1OC
 : 2%, 6%, -8%, -3%, ?, nt, -5%, -15%, 0%, -1%, 0%
> O=C1CCc2cc(S(=O)(=O)NC(Cc3ccccc3)C(=O)NC3CCCC3)ccc2N1 (centres undefined)
 : -4%[2.3 µM], 2%, -2%, 15%, -8%, -0.5%, 0%, 2%, 6%, nt, 2%
> CN(C)c1ccc(CN2CCCCCC2)cc1
 : -7%[11 µM], 7%[11.4 µM], 3%[11.4 µM], ?, ?, -1.4%[0.0738 µM], -1%[11.4 µM], -8%, 3%[9.17 µM], -5%, -8%
> CC(C)CC(NC(=O)C1CCC(C)CC1)C(=O)Nc1ccccn1 (centres undefined)
 : 0%, 9%, -2%, -8%, -7%, -0.9%, 8%, -20%, 19%, 2%, -14%

The closing two compounds of the section above come first, to join the parts:
Each structure is followed by: Hsp90 Hop PPI, 15-hLO inh, Pol III holo inh, Tau filament bind, CRE-bla Fsk, HBB splicing, HADH2 inh, ERK AVP block, UbGFP stabilizer, Epigenetic mod, Luciferase inh
> CN(C)c1ccc(CN2CCCCCC2)cc1
 : -7%[11 µM], 7%[11.4 µM], 3%[11.4 µM], ?, ?, -1.4%[0.0738 µM], -1%[11.4 µM], -8%, 3%[9.17 µM], -5%, -8%
> CC(C)CC(NC(=O)C1CCC(C)CC1)C(=O)Nc1ccccn1 (centres undefined)
 : 0%, 9%, -2%, -8%, -7%, -0.9%, 8%, -20%, 19%, 2%, -14%
> O=c1cc(-c2ccccc2)[nH]n1-c1nc2ccccc2s1
 : -8%, 58%[activator], -4%, ?, -1%, -6.2%, 0%, -4%, -3%, 1%, -11%
> Cn1c(SCC(=O)Nc2ccccc2F)nnc1-c1ccc(S(=O)(=O)N2CCOCC2)cc1
 : -4%, 3%, -3%, -6%, 5%, 0.0%[57.5 µM], 17%, 20%, 1%, -3%, 1%
> O=c1c2ccccc2sc2c(CO)ccc(NCCN3CCCCC3)c12
 : -4%[11 µM], -2%[11.4 µM], -15%[11.4 µM], 3.2µM*, 20%[7.6 µM], 0.9%[9.22 µM], 8%[11.4 µM], -2%[11.5 µM], 1%[9.17 µM], -3%[9.22 µM], 2%[11.4 µM]
> CCOc1ccccc1N1CCN(C(=O)c2ccncc2)CC1
 : -4%, 3%, -3%, -9%, -10%, -1.1%, 0%, -8%, -9%, -2%, 1%
> Cc1cnc(CNc2ncncc2-c2cccc(NS(C)(=O)=O)c2)cn1
 : -4%, -19%, -4%, -11%, 0%, -0.4%, ?, -15%, -6%, 5%[9.22 µM], 0%[2.29 µM]
> O=C(c1ccc(CS(=O)(=O)c2cccc(C(F)(F)F)c2)o1)N1CCN(c2ccccn2)CC1
 : 1%, 3%, -4%, 20%, 7%, -0.1%[1.84 µM], 17%, -14%, -7%, -2%, 1%
> COc1ccccc1NC(=O)N(Cc1ccco1)Cc1cc2ccc(C)c(C)c2[nH]c1=O
 : -10%, -25%, 0%, 41%, ?, -2.7%, 1%, -20%, 4%, 1%, -3%
> O=C(Oc1ccc(OC(=O)N2CCOCC2)cc1)c1ccccc1
 : -3%, 8%, -2%, 17%, -14%, 0.6%, 10%, 2%, 8%, -1%, -3%
> CC1=C(C(=O)OCc2ccccc2)C(c2ccoc2)C(C#N)=C(N)O1 (centres undefined)
 : -6%, -27%, -6%, 30%, 2%, -0.3%[57.5 µM], -17%, 12%, -6%, -2%, 3%
> Cc1cc(C)nc(SCc2nnc(SCC(=O)N3CCOCC3)o2)n1
 : 1%, 3%, -4%, 6%, 8%, nt, 5%, -4%, 1%, -1%, 4%
> Cc1cccnc1N(C(=O)Nc1ccccc1)C1=NCC(C)(C)S1
 : -4%, 14%, -2%, -6%, 23%, -0.8%[57.5 µM], 9%, -6%, -2%, 0%, -9%
> COc1ccc(C(C(=O)OCCN(C)C)c2ccccc2)cc1 (centres undefined)
 : 3%, 1%, -1%, -7%, 1%, -1.2%, 2%, -8%, 11%, 0%, 2%
> COc1cc(C#CC#CCN2CCCCC2)ccc1O
 : -8%, ?, -1%, 3%, 14%, 2.4%, -27%, -19%, 3%, -3%, -2%
> CNc1nc(-c2ccccc2Cl)nc2ccccc12
 : 1%, -28%, 7%, -17%, ?, 2.0%, ?, ?, -4%, -3%[9.22 µM], 0%[2.29 µM]
> CCOC(=O)C1CCCN(Cc2ccccc2OCC)C1 (centres undefined)
 : -2%, -11%, -7%, 8%, -12%, -1.4%, 2%, 4%, 4%, 3%, 3%
> Cn1c(CC(=O)Nc2ccccc2)nnc1SCCOc1ccccc1
 : -2%, -4%, 4%, 6%, -14%, -1.1%, 14%, -18%, 3%, -3%, -1%
> CCS(=O)(=O)N1CCC(C(=O)NCCCN2CCCCCC2)CC1
 : -3%, -4%, 5%, 4%, ?, -1.0%, -1%, 21%, -2%, 0%, -1%
> Cn1c(=O)c2c(SCc3ccccn3)nc(C3CC3)nc2n(C)c1=O
 : -5%, 3%, -7%, 44%, 2µM*, 0.2%, 0%, nt, 5%, nt, 1%
> COc1ccccc1NC(=O)C(C)Sc1nnnn1C (centres undefined)
 : -1%, 13%, 5%, -15%, 4%, 0.2%[57.5 µM], -1%, 15%, 3%, 3%, -1%
> CC(C)(C)C1CCc2c(sc(NC(=O)c3cc(C4CC4)on3)c2C#N)C1 (centres undefined)
 : 8%, -1%, -9%, 182%, ?, 0.3%, -7%, 0%, -3%, 1%, 1%
> Clc1ccc(-c2nn3c(Cn4cnc5ccccc54)nnc3s2)c(Cl)c1
 : -5%, 4%, 0%, -21%, -20%, 1.9%, 0.32µM*, 6%, 8%, 1%, 2%
> CN(C)c1ccc(-c2ccccc2)nn1
 : -1%, 0%, -4%, 12%, 2%, nt, -11%, -5%, -1%, -5%, ?
> CC(C)(C)c1ccc(C(=O)NCCC(=O)NCc2ccco2)cc1
 : -8%, 7%, 3%, -4%, 14%, 1.0%[0.369 µM], 4%, -23%, nt, 2%, -3%
> CSCC[C@H](NC(=O)NCc1ccc(F)cc1)C(=O)O
 : -1%, -11%, 1%, 10%, -5%, -2.1%[57.5 µM], -3%, -6%, 2%, -2%, 3%
> Cc1ccc(S(=O)(=O)N2CCN(C(=O)C3CCCCC3)CC2)cc1
 : -2%, -4%, -2%, 21%, ?, 0.1%, 7%, 19%, -1%, 1%, 2%
> Cc1nnc(C)c2c(C)n(C(C)c3ccccc3)c(C)c12 (centres undefined)
 : -7%, -27%, -4%, -22%, -5%, -0.2%[57.5 µM], -21%, -3%, -2%, 11%, -1%
> CS(=O)(=O)N(CC(=O)N1CCCCC1)c1ccc2c(c1)OCO2
 : 1%, 1%, -1%, -3%, 4%, 0.2%, 8%, -14%, -2%, -2%, 0%

A portion of the library; the hit share may differ from the screen's.
